Bioassay records from PubChem BioAssay.
FUS yeast rescue: FUS proteinopathy suppression in yeast; S. cerevisiae FUS-expressing, growth rescue, OD600, 24 h; Potency, µM (titrated, usually from 76.6 µM), without a hit: at the highest dose growth rescue (activation), actives largely listed as activators; 390,000 tested, 0.24% active; AID 1347120;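 note: plate controls were DMSO vehicle for no effect and reference control for full effect; nearly all actives have a fitted effect of over 55% in size; some results filed as inactive show a strong effect at the top dose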
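S. cerevisiae expressing FUS from galactose induction served as the toxicity model. Growth after 24hr at 30C, read as absorbance at 600 nm, indicates suppression of toxicity; compounds dosed at several concentrations.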
TDP-43 yeast inh: TDP-43 toxicity inhibition in yeast; AID 652104; TDP-43 expressing yeast growth rescue, BacTiter-Glo, 24 h; Potency, µM (highest dose often 46.1 µM), inactives show at the highest dose growth rescue (activation), most hits filed as activators; 410,000 tested, 1.8% active; note: % of control where 0% means no effect; nearly all actives have a fitted effect of over 50% in size
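Growth rescue of TDP-43-toxic yeast measured as ATP luminescence (BacTiter-Glo). Cells grown to mid-log in raffinose, induced in galactose at OD600=0.02, exposed to compound 24 hr at 30 deg C.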
aSyn rescue: alpha-synuclein toxicity inhibition in yeast | 370,000 tested, 0.14% active | Potency, µM (top dose mostly 46.1 µM), for the others: at the top dose growth rescue (activation), hits mostly activators | Yeast expressing alpha-synuclein, growth rescue, BacTiter-Glo, 24 h; note: % of control where 0% means no effect; nearly all actives have a fitted effect of over 65% in size
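Readout is rescue of growth in alpha-synuclein-expressing yeast, so inhibitors of toxicity appear as activators. Growth after 24 hr at 30 deg C in galactose medium is quantified by luminescence.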
EPAC1 ag: activates human EPAC1 exchange factor. EPAC1 agonist qHTS, biochemical assay; response scale: 100% = response to 6.5 mM cAMP. O95398. AID 720707. Potency, µM (series often up to 154 µM), inactives show top-dose activation, usual class: activators. 360,000 tested, 0.073% active; note: nearly all actives have a fitted effect of over 60% in size
Target sequence (O95398 whole entry, looked up): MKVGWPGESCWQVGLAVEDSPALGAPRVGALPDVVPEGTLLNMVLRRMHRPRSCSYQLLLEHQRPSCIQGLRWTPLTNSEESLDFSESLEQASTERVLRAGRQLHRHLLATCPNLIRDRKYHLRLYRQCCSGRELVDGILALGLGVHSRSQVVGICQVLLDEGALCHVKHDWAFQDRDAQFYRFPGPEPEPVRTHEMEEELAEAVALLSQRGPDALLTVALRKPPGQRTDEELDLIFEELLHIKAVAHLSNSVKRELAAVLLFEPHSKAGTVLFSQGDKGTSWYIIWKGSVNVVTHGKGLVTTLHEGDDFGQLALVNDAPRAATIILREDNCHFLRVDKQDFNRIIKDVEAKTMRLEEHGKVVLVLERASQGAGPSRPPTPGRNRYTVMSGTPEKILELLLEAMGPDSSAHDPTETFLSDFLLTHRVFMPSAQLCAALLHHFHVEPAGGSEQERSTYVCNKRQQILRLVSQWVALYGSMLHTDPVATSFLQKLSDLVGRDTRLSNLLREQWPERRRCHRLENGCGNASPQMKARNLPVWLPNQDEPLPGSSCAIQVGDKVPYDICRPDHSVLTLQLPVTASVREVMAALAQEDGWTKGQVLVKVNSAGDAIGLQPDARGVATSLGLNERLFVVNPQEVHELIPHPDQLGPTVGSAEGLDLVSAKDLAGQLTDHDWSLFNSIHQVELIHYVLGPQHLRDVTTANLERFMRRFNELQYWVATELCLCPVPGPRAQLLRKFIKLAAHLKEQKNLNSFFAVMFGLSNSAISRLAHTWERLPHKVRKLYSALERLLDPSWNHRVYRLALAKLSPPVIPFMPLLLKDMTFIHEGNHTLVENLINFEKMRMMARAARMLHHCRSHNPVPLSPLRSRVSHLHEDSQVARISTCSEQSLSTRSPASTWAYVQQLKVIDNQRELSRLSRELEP
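Compounds were pinned as a concentration titration into mixtures of EPAC1 (100 nM), BODIPY-GDP-loaded Rap1B (250 nM) and GDP (50 uM). After 5 min at room temperature, fluorescence was followed for 30 min; activity was scaled to 6.5 mM cAMP.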
EPAC1 antagonist: EPAC1 (human) antagonism | Potency, µM (series often up to 115 µM), for inactives: at the highest dose activity change, negative = inhibition, actives largely listed as inhibitors | AID 720709 | EPAC1 GEF assay, Rap1b-BODIPY-GDP exchange fluorescence | 360,000 tested, 0.14% active;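 note: plate controls were vehicle for no effect and positive control for full effect; nearly all actives have a fitted effect of over 50% in size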
EPAC2 agonist: agonists of human EPAC2 (RAPGEF4); Q8WZA2; EPAC2 activation, biochemical qHTS; response scale: 100% = 6.5 mM cAMP response; Potency, µM (top dose mostly 154 µM), inactives show at the highest dose activation, actives largely listed as activators; 360,000 tested, 0.079% active; AID 720711; note: nearly all actives have a fitted effect of over 50% in size
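Fluorescence exchange assay: 100 nM EPAC2 with 250 nM RAP1B-BODIPY-GDP and 50 uM GDP; compounds tested as a concentration-titration series (qHTS). Loss of Rap1-bound BODIPY-GDP fluorescence read at 480/540 nm; data normalized to 6.5 mM cAMP.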
EPAC2 antag: blocks human EPAC2 exchange factor; EPAC2 GEF exchange of Rap1B-BODIPY-GDP, fluorescence; 360,000 tested, 0.18% active; Potency, µM (titrated, usually from 114 µM), for inactives: at the highest dose activity, negative = inhibition, usual class: inhibitors; note: % is set by controls: 0 for no effect and ±100 for the full control effect; nearly all actives have a fitted effect of over 45% in size; many of its hits are not listed in these tables
PTHR1 ag: agonists of human PTHR1 parathyroid hormone receptor; Q03431; HEK293 GP2 PTHR1 cells, GloSensor cAMP luminescence, 1 h; Potency, µM (top dose mostly 115 µM), for the others: at the top dose activation, actives largely listed as activators; 410,000 tested, 0.075% active; note: nearly all actives have a fitted effect of over 55% in size; some results filed as inactive show a strong effect at the top dose; inactives centre near -15; many of its hits are not listed in these tables
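HEK-293-derived GP2 cells expressing PTHR1 and a GloSensor cAMP reporter, 3,000/well, plated overnight, given luciferin plus IBMX (each 0.5 mM as added) for 1 h at 37 °C, then compound for 1 h at 37 °C. Luminescence was read after 15 min at room temperature.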
Starred values were filed as active, the others as inactive; i = inactive; u = inconclusive; x = not tested or not shown; [ ] = another dose, or the depositor's remark. Calls come from the whole dose curve; as a rule, active = well fitted curve in the direction sought with a large enough effect; inconclusive = small, poorly fitted or top-dose-only effect, or another doubt; inactive = no such curve, though single readings can be large; an effect the other way counts as inactive or inconclusive. Potency is the fitted concentration of half-maximal effect. This is a subset; rates above refer to the full screens.

1. Cn1cnc([N+](=O)[O-])c1Sc1ccc([N+](=O)[O-])cc1
2. CSC(=Nc1ccccc1)c1c(O)n(C)c(=O)n(C)c1=O
3. CCN1CCN(Cc2cc(Br)ccc2O)CC1
4. C=CCOC(=O)COc1cc(C)cc2oc(=O)c3c(c12)CCC3
5. O=[N+]([O-])O[C@H]1CO[C@H]2[C@@H]1OC[C@H]2O[N+](=O)[O-]
6. O=[N+]([O-])c1ccc(N2CCCCCC2)c2ncccc12
7. O=c1[nH]c(O)c(C=NC2CCCCC2)c(=O)[nH]1
8. O=C1NC(=S)NC(=O)C1=Cc1ccc(OCC(=O)N2CCCC2)cc1

| entry no. | 1 | 2 | 3 | 4 | 5 | 6 | 7 | 8 |
| --- | --- | --- | --- | --- | --- | --- | --- | --- |
| FUS yeast rescue | -22% | 27% | 10% | u | -41% | 4% | -7% | 6% |
| TDP-43 yeast inh | 20µM* | -51%[inhibitor] | -3% | 14µM* | 12% | 4% | -4% | -6% |
| aSyn rescue | -18% | -41%[inhibitor] | -1% | 0% | 1% | 2% | 0% | -4% |
| EPAC1 ag | 0% | 6% | 9% | -14% | 8% | -1% | -1% | -12% |
| EPAC1 antagonist | -17% | 7% | 0% | 7% | -5% | -1% | -9% | u |
| EPAC2 agonist | 1% | 8% | 1% | 5% | -6% | 21% | 3% | 12% |
| EPAC2 antag | 2% | -2% | -4% | 21% | 6% | -16% | 7% | 4% |
| PTHR1 ag | -7% | -8%[57.5 µM] | i | i | -47%[inhibitor] | -9% | i | -19% |

9. COc1ccc(CN2CCN(C(=O)COc3ccc4ccccc4c3)CC2)c(OC)c1
10. COC(=O)C1=C(c2ccc(OCc3ccccc3)cc2)C[C@@H]2CC[C@H]1N2C(=O)NCc1ccc(OC)cc1
11. CCOP(=S)(OCC)C(O)CCCCCn1c(=O)c(F)cn(C2CCCO2)c1=O (configuration not stated)
12. COC(=O)C1=C(c2ccc(OCc3ccccc3)cc2)C[C@@H]2CC[C@H]1N2C(=O)NCc1ccccc1
13. CCOP(=O)(C#CC(C)(C)C)C1(O)CCCCC1 (configuration not stated)
14. CCCCn1c(O)c(C(C)=NCCc2c[nH]c3ccccc23)c(=O)[nH]c1=O
15. Cn1c(O)c(N=Nc2ccc(S(=O)(=O)N3CCOCC3)cc2)c(=O)n(C)c1=O
16. Cc1cc(=O)oc2c(C)c(OCC(=O)N3CCN(Cc4ccccc4)CC3)ccc12

| entry no. | 9 | 10 | 11 | 12 | 13 | 14 | 15 | 16 |
| --- | --- | --- | --- | --- | --- | --- | --- | --- |
| FUS yeast rescue | -3% | 25% | 11% | u | -8% | 1% | -5% | -10% |
| TDP-43 yeast inh | -22% | 22% | 5% | -6% | 1% | -5% | 3% | 3% |
| aSyn rescue | 0% | -4% | 12% | -6% | -5% | -4% | -3% | -4% |
| EPAC1 ag | 2% | -13% | 1% | 6% | -5% | -2% | 19% | 3% |
| EPAC1 antagonist | -25% | -13% | 1% | -13% | 7% | -9% | -21% | -14% |
| EPAC2 agonist | 6% | 18% | 5% | 4% | -1% | 7% | 3% | -6% |
| EPAC2 antag | -11% | -1% | 16% | -9% | 13% | -10% | 5% | -13% |
| PTHR1 ag | i | -62%[inhibitor] | -20% | i | -1% | -28% | i | 12% |

17. Cc1cccc(C)c1-n1nnnc1C(c1ccccc1OC(F)(F)F)N1CCC(n2c(=O)[nH]c3ccccc32)CC1 (configuration not stated)
18. O=C(/C=C/c1ccccc1)NC(=S)N1C[C@H]2C[C@H](C1)c1cccc(=O)n1C2
19. COC(=O)c1ccc(N2C(=O)CC(N3CCC(O)(c4ccc(Br)cc4)CC3)C2=O)cc1 (configuration not stated)
20. CCC(C)n1c(O)c(C=NC(C)c2ccccc2)c(=O)[nH]c1=S (configuration not stated)
21. C[C@]12CC[C@@H](O)CC1=CCC1C2CC[C@@]2(C)C1C[C@@H](F)[C@H]2O (some centres not stated)
22. O=P(O)(Oc1ccccc1)OC(c1ccccc1)C(F)(F)F (configuration not stated)
23. O=C(NC1CCCCC1)N1Cc2cc(N3CCOCC3)ccc2-n2nncc2C1
24. COc1cc(N2C(=O)CC(=O)NC2=O)cc(OC)c1OC

| entry no. | 17 | 18 | 19 | 20 | 21 | 22 | 23 | 24 |
| --- | --- | --- | --- | --- | --- | --- | --- | --- |
| FUS yeast rescue | 14% | -8% | 6% | 21% | -5% | 23% | u | 9% |
| TDP-43 yeast inh | 13% | 15% | 6.3µM* | 8% | 0% | -16% | 12% | -18% |
| aSyn rescue | 5% | -13% | 7% | -12% | 14% | 2% | 0% | -5% |
| EPAC1 ag | -5% | -8% | 0% | 19% | -6% | 2% | 15% | 10% |
| EPAC1 antagonist | -26% | -4% | 6% | -25% | -10% | u | 5% | 1% |
| EPAC2 agonist | -17% | 5% | -10% | 0% | -3% | 12% | 4% | -4% |
| EPAC2 antag | u | -6% | 8% | -19% | 1% | -1% | -1% | 7% |
| PTHR1 ag | -26% | -1% | -30%[inhibitor] | -91%[inhibitor] | i | u | -4% | i |

25. CSc1ccc(C(=O)C2CCCN(C)C2)cc1 (configuration not stated)
26. Cc1ccc(CC2C(=O)N(C)C(=O)N(C)C2=O)s1
27. CC1(C)C(=O)C=C[C@]2(C)[C@H]3CC[C@@]4(C)[C@H](c5ccoc5)OC(=O)[C@H]5O[C@]54[C@]3(C)[C@H](O)C[C@@H]12
28. CCN1CCN(Cc2ccc(C)cc2C)CC1
29. Cc1nc2c(=O)n(C)c(=O)nc-2n(C)n1
30. COc1ccc(CC(=O)Nc2ccc3c(C(F)(F)F)cc(=O)oc3c2)cc1OC
31. CC12C=CC(=O)C=C1CC(O)C1C2CCC2(C)C1CCC2(C)O (configuration not stated)
32. COc1ccc(N2C(=O)/C(=C/c3ccc(N(C)C)o3)C(=O)NC2=S)cc1

| entry no. | 25 | 26 | 27 | 28 | 29 | 30 | 31 | 32 |
| --- | --- | --- | --- | --- | --- | --- | --- | --- |
| FUS yeast rescue | 17% | 8% | -24% | 11% | x | x | 5% | -8% |
| TDP-43 yeast inh | -8%[0.397 µM] | 0% | u | 0% | -51%[inhibitor] | 4% | -14% | -15% |
| aSyn rescue | 4% | 1% | 2% | 8% | 22% | 15% | -3% | 1% |
| EPAC1 ag | 0% | -1% | -18% | -15% | -1% | -9% | -3% | -5% |
| EPAC1 antagonist | -3% | 2% | -5% | 9% | 100µM* | -2% | 7% | 20% |
| EPAC2 agonist | 2% | -5% | 10% | -6% | u | 6% | 6% | u |
| EPAC2 antag | 1% | 6% | 0% | 13%[57.1 µM] | u | 4% | 6% | 1% |
| PTHR1 ag | i | 17%[57.5 µM] | i | i | -31% | i | i | u |

33. CN1CCN(C(=O)COc2ccc(-c3nc4ccccc4s3)cc2)CC1
34. C=CCn1c(O)c(C(C)=Nc2ccc(N(CC)CC)cc2)c(=O)[nH]c1=O
35. C#CCOc1ccc2c(c1)c(C(C)=O)c(C)n2Cc1ccccc1
36. c1ccc(-c2nnc(C3CC(c4cccnc4)=NO3)o2)cc1 (configuration not stated)
37. Cc1n[nH]c(C)c1CCCCOc1ccc([N+](=O)[O-])cc1
38. Cn1c(O)c(C=NC2CCN(Cc3ccccc3)CC2)c(=O)n(C)c1=O
39. O=C(c1cccs1)C1CN2CCC1CC2 (configuration not stated)
40. CC(=O)Nc1nnc(CCN(CCc2nnc(NC(C)=O)s2)[N+](=O)[O-])s1

| entry no. | 33 | 34 | 35 | 36 | 37 | 38 | 39 | 40 |
| --- | --- | --- | --- | --- | --- | --- | --- | --- |
| FUS yeast rescue | -1% | 19% | 4% | -35% | 5% | 3% | -7% | -3% |
| TDP-43 yeast inh | -34%[inhibitor] | -19% | 20µM* | 5% | 29% | -7% | 10% | 1% |
| aSyn rescue | 10% | 3% | -9% | 2% | 9% | 1% | -20% | -5% |
| EPAC1 ag | -1% | -4% | 15% | -16% | -1% | 3% | -18% | 4% |
| EPAC1 antagonist | 7% | 13% | -8% | 6% | 1% | u | 14% | 9% |
| EPAC2 agonist | -2% | -9% | 12% | 4% | 4% | -2% | -8% | 10% |
| EPAC2 antag | 2% | -2% | -6% | -2% | 1% | 2% | 14% | 1% |
| PTHR1 ag | -30%[57.5 µM] | i | -32%[inhibitor] | i | -37%[inhibitor] | i | -22% | i |

41. CC1CCCCN1C(=O)c1ccc(N2CC3CC(C2)c2cccc(=O)n2C3)c([N+](=O)[O-])c1 (configuration not stated)
42. O=c1c2ccccc2nc(/C=C/c2ccc([N+](=O)[O-])o2)n1-c1ccc(O)cc1
43. COC(=O)C1=C(c2ccc3ccccc3c2)C[C@@H]2CC[C@H]1N2C(=O)NCc1ccco1
44. CCOP(=O)(OCC)Oc1cc(C)c(N(C)C)c(C)c1
45. C[C@]12CCC3C(CC[C@H]4C[C@@H](O)CC[C@]34C)C1C[C@@H](O)[C@H]2O (some centres not stated)
46. Cc1ccc(NC(=O)c2ncn(CCCNCCN3CCOCC3)n2)cc1C

| entry no. | 41 | 42 | 43 | 44 | 45 | 46 |
| --- | --- | --- | --- | --- | --- | --- |
| FUS yeast rescue | x | 12% | 23% | 17% | -14% | -23% |
| TDP-43 yeast inh | 7% | -6% | 38% | -17% | -4% | -5% |
| aSyn rescue | 1% | 10% | 23% | 0% | 5% | -8% |
| EPAC1 ag | 9% | 1% | 3% | -20% | 9% | -7% |
| EPAC1 antagonist | 10% | -14% | -7% | -8% | -11% | -6% |
| EPAC2 agonist | 0% | -2% | 10% | -3% | 2% | -5% |
| EPAC2 antag | -12% | 2% | -14% | -5% | -6% | 5% |
| PTHR1 ag | i | -16% | -23% | i | -15% | 10% |

Part of the list above in a different format:
41: CC1CCCCN1C(=O)c1ccc(N2CC3CC(C2)c2cccc(=O)n2C3)c([N+](=O)[O-])c1 (configuration not stated)
  FUS yeast rescue: x
  TDP-43 yeast inh: 7%
  aSyn rescue: 1%
  EPAC1 ag: 9%
  EPAC1 antagonist: 10%
  EPAC2 agonist: 0%
  EPAC2 antag: -12%
  PTHR1 ag: i

43: COC(=O)C1=C(c2ccc3ccccc3c2)C[C@@H]2CC[C@H]1N2C(=O)NCc1ccco1
  FUS yeast rescue: 23%
  TDP-43 yeast inh: 38%
  aSyn rescue: 23%
  EPAC1 ag: 3%
  EPAC1 antagonist: -7%
  EPAC2 agonist: 10%
  EPAC2 antag: -14%
  PTHR1 ag: -23%

44: CCOP(=O)(OCC)Oc1cc(C)c(N(C)C)c(C)c1
  FUS yeast rescue: 17%
  TDP-43 yeast inh: -17%
  aSyn rescue: 0%
  EPAC1 ag: -20%
  EPAC1 antagonist: -8%
  EPAC2 agonist: -3%
  EPAC2 antag: -5%
  PTHR1 ag: i
